# TAG inh: triacylglycerol accumulation inhibition | H9c2 cells, Nile Red lipid (TAG) fluorescence; cells loaded with 200 µM oleic acid | actives 0.66% (n = 230,000) | inhibition, % at 12.5 µM;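 active = pattern-corrected inhibition of lipid staining of at least 50% with the nuclear-stain viability signal not falling by more than 50%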;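 also: 0% = DMSO wells and 100% = triacsin C control wells; some results filed as inactive read as strong as hits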
# TAG inh DAPI viability: further read-out of TAG inh, marked with its call; DAPI nuclei signal change (viability), lower = more cytotoxic, %;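 whole-well DAPI fluorescence read on a plate reader as a viability signal; minus 50 percent equals half of cells still viable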
# Starred values were filed as active, the others as inactive. The list is partial; the hit share may differ from the screen's.
SMILES,TAG inh,TAG inh DAPI viability
O=C(O)c1ccc(N/N=C/c2cn(Cc3ccccc3F)c3ccccc23)cc1,8,11
Cc1cc(OC(=O)c2ccc(C(F)(F)F)cc2)c([N+](=O)[O-])c(=O)[nH]1,-11,3
COc1cc(OC)cc(C(=O)Nc2ncc3c(n2)CC(C)CC3=O)c1 (stereo not given),-3,-13
O=C(Cc1c[nH]c2ccccc12)NCc1ccco1,0,-1
CCOC(=O)c1cc(-c2ccc(OC)cc2)nn1-c1ccccc1C(=O)O,2,1
O=C(CCl)NC1(C(=O)O)CCCC1,6,6
C[C@H](CO)N1C[C@H](C)[C@H](CN(C)C(=O)Cc2cccnc2)Oc2ncc(Br)cc2C1=O,-12,3
Cn1c(=O)[nH]c(=O)c2c1nc(NCCCn1ccnc1)n2CCOc1ccccc1,1,2
C/C(=N\NC(=O)c1c[nH]c2ccccc12)c1ccccn1,40,-14
C[C@H](CO)N1C[C@H](C)[C@@H](CN(C)Cc2ccc(Oc3ccccc3)cc2)Oc2c(NC(=O)C3CC3)cccc2C1=O,35,-3
Cc1csc(NC(=O)c2ccc(S(=O)(=O)N(C)c3ccccc3)cc2)n1,7,-1
CCOC(=O)c1cc(-c2csc(-c3ccc(C(F)(F)F)cc3)n2)on1,9,1
COC(=O)CSc1nnc(CNC(=O)c2ccc(S(=O)(=O)N(C)C)cc2)n1C,6,-11
Cc1cc(S(=O)(=O)Nc2ccc(C(=O)NCC(c3ccco3)N3CCCCC3)cc2)ccc1F (stereo not given),-25,5
S=c1[nH]nc(-c2cc(-c3ccccc3)n[nH]2)n1/N=C/c1c(Cl)cccc1Cl,14,-6

# Following part
SMILES,TAG inh,TAG inh DAPI viability
COC(=O)c1sc(NC(=O)c2c(-c3ccccc3)noc2C)nc1C,10,6
O=C(NCCC(c1ccccc1)c1ccccc1)c1cnc2sccn2c1=O,2,0
CCCCNC(=O)NS(=O)(=O)c1cnccc1Sc1ccc(Cl)cc1,3,-8
C[N+](C)(C)CCC(=O)N1C/C(=C/c2ccccc2)C(=O)/C(=C\c2ccccc2)C1,-1,-3
Nc1cc(Oc2cccnc2)cc([N+](=O)[O-])c1,5,-7
Cc1cccc(N2C(=O)N3[C@H](c4ccc(Br)cc4)[C@@H]4C(=O)N(C(C)(C)C)C(=O)[C@@H]4[C@]3(Cc3ccc(Cl)cc3)C2=O)c1,36,6
Cn1c(=O)c2c(ncn2CC(=O)OCC(=O)Nc2sccc2C(N)=O)n(C)c1=O,14,1
Cc1cc(C)n2cc(CSc3ccccn3)nc2n1,3,-3
CCOC(=O)C1CCN(c2c(N(C)Cc3ccco3)c(=O)c2=O)CC1,-4,5
CCN(CC(=O)Nc1ccc2c(c1)OCCO2)C(=O)c1ccc([N+](=O)[O-])s1,1,-4
O=C(O)c1ccc(CCCc2ccccc2)cc1,-1,5
Cc1cccc(C)c1NC(=O)C1(N(Cc2ccco2)C(=O)c2ccccn2)CCCC1,-8,-1
CCOC(=O)N1CCC(NC(=O)CCS(=O)(=O)c2ccc3c(c2)CCN3C(C)=O)CC1,-11,-1
CCOC(=O)C1CCN(CC(=O)NC(=O)NC2CCCCC2)CC1,17,-3
CC1(C)CC(NNCCC#N)=CC(=[N+]2CCCC2)C1,3,10

# (continued)
SMILES,TAG inh,TAG inh DAPI viability
O=[N+]([O-])c1ccc(NCCCN2CCOCC2)c([N+](=O)[O-])c1,-19,4
CC(=O)N1CCN(S(=O)(=O)c2ccc3c(c2)CC(=O)N3)CC1,3,-3
CC1(c2nnc(-c3cccc(Cl)c3)o2)CC(c2ccccc2Br)=NO1 (stereo not given),-12,-2
Cc1cccc(C)c1OCC(=O)Nc1cc(Cl)ccc1-n1cncn1,0,-3
CN1C(=O)[C@@H]2C[C@@]3([C@@]45C[C@H]6C(=O)N(C)[C@@H](Cc7ccccc7)C(=O)N6[C@@H]4Nc4ccccc45)c4ccccc4N[C@H]3N2C(=O)[C@@H]1Cc1ccccc1,-1,-3
COCCOC(=O)C1=C(C)NC(=S)NC1c1ccc(OCC(=O)N2CC(C)OC(C)C2)c(OC)c1 (stereo not given),2,-1
Cc1cc(F)cc(-c2cc(C(=O)NCc3ccccn3)[nH]n2)c1,12,-13
CCc1nc(CN2CCCC(C(=O)Nc3ccc(-c4cccc(OC)c4)cc3)C2)c(C)[nH]1 (stereo not given),-6,14
Cc1cc(NC(=O)CSCC(=O)NC(C)c2ccccc2)no1 (stereo not given),2,0
COc1cccc(-c2ccc3c(c2)C2CC3CCN2C(=O)c2ccc(-c3ccccc3)cc2)c1 (stereo not given),-24,8
Nc1c(C(=O)OCC(=O)NCc2ccccc2)[nH]c(=O)[nH]c1=O,1,-5
O=C(c1ccc(S(=O)(=O)N2CCCCC2)cc1)N1CCN(CCN2C(=O)c3cccc4cccc(c34)C2=O)CC1,-13,2
O=C(O)/C=C/c1cccc2c1OCCO2,-9,9
O=C(Nc1ccc(Oc2ccccc2)cc1)c1ccc2nc([C@@H]3O[C@H](CO)[C@H](O)[C@H](O)[C@H]3O)[nH]c2c1,-3,1
Nn1nnc2ccccc21,-7,-1

# Going on with the list:
SMILES,TAG inh,TAG inh DAPI viability
Cc1ccc(C)c(NC(=O)COC(=O)CCc2ccc(S(=O)(=O)N3CCOCC3)cc2)c1,15,9
CCN(C(=O)c1cnc(OC)cc1C(F)(F)F)c1ccc(Cl)cc1,-11,3
COc1ccc(C(=O)CN(CCC(=O)O)S(=O)(=O)c2ccc([N+](=O)[O-])cc2)cc1,-35,4
N/C(=N\OC(=O)Cc1ccccc1[N+](=O)[O-])c1ccncc1,8,-3
Cc1cc(C)nc(N/C(=N\S(=O)(=O)Cc2ccccc2)Nc2ccc(F)c(Cl)c2)n1,10,-3
CC(OC(=O)c1ccccn1)C(=O)Nc1ccc(C(F)(F)F)cc1 (stereo not given),5,3
COc1ccc(CN2CCN(Cc3cc4ccccc4o3)CC2CCO)cc1C (stereo not given),7,3
CCOC(=O)c1c(-c2ccc(C)c(C)c2)csc1NC(=O)C1CC=CCC1C(=O)O (stereo not given),-11,2
CC(C)(C)c1ccc(S(=O)(=O)Nc2ccccn2)cc1,9,0
NC(=O)COC(=O)/C=C/c1ccccc1[N+](=O)[O-],-2,0
COc1cc(OC)c(CN2CCC(CO)(CCOc3ccccc3)CC2)c(OC)c1,8,17
COC(=O)c1c(C(=O)OC)c(-c2cccc(C)c2)n2c1CS(=O)C2 (stereo not given),3,-3
CSc1nnc(-c2cccn(Cc3ccccc3)c2=O)o1,3,30
Cc1ccc(C(=O)Nc2ncccc2C)cc1S(=O)(=O)N1CCCCC1,3,2
O=C1NC2(CCSC2)C(=O)N1CC(=O)N(Cc1ccccc1)C1CCS(=O)(=O)C1 (stereo not given),7,3

# (more compounds)
SMILES,TAG inh,TAG inh DAPI viability
COCCN(C(=O)c1ccccc1Oc1ccccc1)c1c(N)n(CC(C)C)c(=O)[nH]c1=O,-8,-14
COc1ccc(-c2[nH]ncc2CN2CCC(OCc3ccccc3)CC2)c(F)c1,-7,19
COC(C[C@@H]1O[C@@H]1[C@H](O)COCc1ccccc1)OC,-17,10
CCN(CC)S(=O)(=O)c1ccc(C(=O)NCC2(N3CCOCC3)CCCCC2)cc1,-3,-3
O=c1nc(N2CCOCC2)nc(N/N=C/c2ccc3c(c2)OCO3)[nH]1,6,-4
COC(=O)c1c(NC(=O)c2ccco2)sc(C(=O)N(C)C)c1C,9,-10
CC1=C(C(=O)N2CCOCC2)CC(CC(=O)NCCc2ccccn2)C(=O)N1Cc1ccc(C(C)(C)C)cc1 (stereo not given),18,1
COc1cccc(CC(=O)N(CCC2=CCCCC2)c2c(N)n(Cc3ccccc3)c(=O)[nH]c2=O)c1,26,0
CC(C)(C)c1ccc(C(=O)N/C(=C\c2cccs2)C(=O)NCc2ccco2)cc1,35,-9
CCC(C)C(=O)Nc1nccs1 (stereo not given),-15,1
C=CCn1cnnc1SCC(=O)NCC1COc2ccccc2O1 (stereo not given),4,6
O=C1CCC(C(=O)N2CCCCO2)CN1Cc1cccc(C(F)(F)F)c1 (stereo not given),-2,-1
Cc1cc(NS(=O)(=O)c2ccccc2)n(-c2ccccc2)n1,-10,5
COc1ccc2oc(C(=O)OCC(=O)Nc3ccccc3OC)c(C)c2c1,18,5
c1ccc(OCc2nnc3n2CCCCC3)cc1,-5,9

# Among those listed so far, these have bromine.
SMILES,TAG inh,TAG inh DAPI viability
C[C@H](CO)N1C[C@H](C)[C@H](CN(C)C(=O)Cc2cccnc2)Oc2ncc(Br)cc2C1=O,-12,3
Cc1cccc(N2C(=O)N3[C@H](c4ccc(Br)cc4)[C@@H]4C(=O)N(C(C)(C)C)C(=O)[C@@H]4[C@]3(Cc3ccc(Cl)cc3)C2=O)c1,36,6
CC1(c2nnc(-c3cccc(Cl)c3)o2)CC(c2ccccc2Br)=NO1 (stereo not given),-12,-2

# (continued)
SMILES,TAG inh,TAG inh DAPI viability
COc1ccccc1/C=C/C=N/n1c(-c2ccc(Cl)cc2Cl)n[nH]c1=S,10,0
O=C(Nc1sc2c(c1C(=O)O)CCCC2)c1ccccc1Cl,10,-8
O=C(NC1CCCCNC1=O)c1ccc(Cl)cc1 (stereo not given),6,3
COc1ccccc1CCNC(=O)CSc1nnc2ccc(-c3cccnc3)nn12,-6,-2
CN(C(=O)NC1CC(=O)N(c2ccc3c(c2)OCCO3)C1)c1ccccc1 (stereo not given),4,2
Cc1cc(C)c(OCC(=O)NCC(C)(C)N2CCOCC2)c(C)c1,6,1
NNC(=O)C1CC1c1ccc(Cl)cc1 (stereo not given),-19,0
O=C(c1ccccc1NS(=O)(=O)c1ccccc1)N1CCCCCC1,0,8
CCOc1cc(/C=N/NC(=O)c2cccnc2)ccc1OCC(=O)N(C)C,-22,12
CCOc1ccc(/C=C2\SC(=S)N(Nc3ccccc3)C2=O)cc1OC,7,1
CC(C)Oc1ccc(S(=O)(=O)N2CCOCC2)cc1NC(=O)C1CCC1,-13,-1
CC(C)c1ccc(NC(=O)c2cc3c(=O)n(C)c4ccccc4c3n2C)cc1,25,-2
NCCNc1cc(N2CCCC2)ccc1[N+](=O)[O-],2,0
CN(C)/C=C/c1c([N+](=O)[O-])c2ccc(O)cc2n1-c1ccccc1,1,-1
COc1ccc(/C=C/C(=O)NCC(=O)N/N=C(/CCC(=O)O)c2ccccc2)cc1,-7,2

# In the list so far, these contain a furan ring, fused or not:
SMILES,TAG inh,TAG inh DAPI viability
O=C(Cc1c[nH]c2ccccc12)NCc1ccco1,0,-1
Cc1cc(S(=O)(=O)Nc2ccc(C(=O)NCC(c3ccco3)N3CCCCC3)cc2)ccc1F (stereo not given),-25,5
CCOC(=O)C1CCN(c2c(N(C)Cc3ccco3)c(=O)c2=O)CC1,-4,5
Cc1cccc(C)c1NC(=O)C1(N(Cc2ccco2)C(=O)c2ccccn2)CCCC1,-8,-1
COc1ccc(CN2CCN(Cc3cc4ccccc4o3)CC2CCO)cc1C (stereo not given),7,3
COC(=O)c1c(NC(=O)c2ccco2)sc(C(=O)N(C)C)c1C,9,-10
CC(C)(C)c1ccc(C(=O)N/C(=C\c2cccs2)C(=O)NCc2ccco2)cc1,35,-9
COc1ccc2oc(C(=O)OCC(=O)Nc3ccccc3OC)c(C)c2c1,18,5

# New compounds follow:
# Values run as follows: TAG inh	TAG inh DAPI viability
> CCOC(=O)c1c(NC(=O)COC(=O)c2cnccn2)sc(C(=O)NC)c1C
→ 6	12
> Cc1cc(C)cc(NC(=O)COC(=O)CC2CCCC2)c1
→ -16	8
> Cc1cc([N+](=O)[O-])ccc1NC(=O)c1csc(C)c1C
→ 7	-3
> Cc1ccccc1OCCC(=O)OCC(=O)NC1CC1
→ 16	-6
> CCOc1cc(NC(=O)c2cccs2)c(OCC)cc1NC(=O)c1ccccn1
→ -17	47
> Cc1ccc(S(=O)(=O)NCC(=O)OC(C)C(=O)NC(=O)NC2CCCCC2)cc1C (stereo not given)
→ 4	2
> Cc1ccc(NNC(=O)c2c(C)noc2C)cc1Cl
→ -6	2
> CCN(CC)CCn1c(SCC(=O)Nc2ccc3c(c2)CCC3)nc2ccccc2c1=O
→ 34	8
> COC(=O)c1ccc(Sc2ccccc2NS(=O)(=O)c2ccc(NC(C)=O)cc2)nc1
→ -4	7
> C(=C\c1nc(-c2cccnc2)no1)/c1ccccc1
→ 18	-15
> CC(C)(C)NC(=O)C1CC(=O)OC12CCOC(C)(C)C2 (stereo not given)
→ -1	1
> COc1cccc(-n2nnnc2SCC(=O)NCCc2ccc(OC)c(OC)c2)c1
→ 8	-6
> CC(=O)c1cccc(N=Cc2c(O)c3ccccc3oc2=O)c1
→ 37	-25
> Cc1cc(C)n2nc(C(=O)Nc3cccc(S(=O)(=O)N4CCOCC4)c3)nc2n1
→ 4	-1
> CCCCN(C)C(=O)c1cccc(OC2CCN(CC(C)(C)C)CC2)c1
→ -17	-12

# Going on with the list.
# Values run as follows: TAG inh	TAG inh DAPI viability
> NC(=NCCc1c[nH]c2ccccc12)NC(=O)c1ccc(Cl)cc1
→ 20	-20
> COc1ccc(Nc2nnc(Cc3ccccc3)c(=O)[nH]2)c(OC)c1
→ 11	-16
> O=C(COC(=O)c1cc(-c2cccs2)nc2ccccc12)NC1CCS(=O)(=O)C1 (stereo not given)
→ 3	6
> O=S(=O)(Nc1ccc(-c2ccc3nncn3n2)cc1)c1ccccc1F
→ -10	3
> CCOC(=O)c1cc2c(=O)n3ccccc3nc2n(Cc2ccc(Cl)cc2)c1=N
→ 12	17
> COc1ccccc1NC(=S)NCc1cccs1
→ -6	3
> COc1cc(OC)cc(C(=O)NC(C(=O)Nc2ccc3c(c2)OCO3)C(C)C)c1 (stereo not given)
→ 2	0
> Cc1ccc(NC2=C(Cl)C(=O)OC2OC(=O)c2ccccc2C)cc1 (stereo not given)
→ 0	0
> COc1ccc(-c2c(C)n([O-])c3c([n+]2=O)CCCCC3)cc1
→ -33	8
> O=C(N/N=C/c1sc(N2CCCCC2)nc1-c1cccs1)C1CC1
→ -5	8
> CCOC(=O)c1cnc(Nc2nc3ccccc3o2)nc1CN1CCN(C)CC1
→ -13	13
> CCCCCCCN1C2=NCCCN2c2ccccc21
→ 9	25
> O=C(NCCC1=CCCCC1)C1CCC(=O)N(Cc2ccc(Cl)cc2)C1 (stereo not given)
→ 20	-4

# Assay outcomes (PubChem)
